High-throughput results from PubChem.
HSP90 refold inh: HSP90 inhibitors, primary screen, cell lysate, luminescence; Heat shock protein HSP 90 (rabbit reticulocyte lysate; luciferase refolding); inhibition, % at 5.6 µM; hit rate 0.91% among 290,000; Rabbit reticulocyte lysate, luciferase refolding luminescence, 3 h;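 active = inhibition above the screen-wide mean plus 3 SD, computed separately per campaign, cut at about 16% in these data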;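 also: 0% = DMSO wells and 100% = 60 µM geldanamycin wells; inhibitors lower the luminescence because luciferase stays unfolded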
AI-2 QS modul: Vibrio harveyi AI-2 quorum sensing modulators, primary screen, JMH597 strain, luminescence/OD600 ratio; Vibrio harveyi JMH597 AI-2 luminescence/OD600 ratio, 9 h; hits give low values; strain lacks LuxN and CqsS sensors; 0 = neutral-control median; activity change, % at 7.5 µM; hit rate 0.4% among 300,000; in the data active = activity change below about -75%, passing the limit was not always enough; inconclusive = no clear call, values can overlap the other calls;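 also: luminescence divided by OD600 gain over 9 h not by final OD600 alone; inactives centre near 13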
HDAC3 inh: HDAC3 deacetylase inhibitors, primary screen, biochemical, fluorescence, cell-free homogeneous; hit rate 0.15% among 320,000; inhibition, % at 8.3 µM; recombinant HDAC3, fluorogenic peptide/trypsin coupled; in the data active = inhibition above about 26%, passing the limit was not always enough; inconclusive = no clear call, values can overlap the other calls
Target sequence (O15379 whole entry, looked up): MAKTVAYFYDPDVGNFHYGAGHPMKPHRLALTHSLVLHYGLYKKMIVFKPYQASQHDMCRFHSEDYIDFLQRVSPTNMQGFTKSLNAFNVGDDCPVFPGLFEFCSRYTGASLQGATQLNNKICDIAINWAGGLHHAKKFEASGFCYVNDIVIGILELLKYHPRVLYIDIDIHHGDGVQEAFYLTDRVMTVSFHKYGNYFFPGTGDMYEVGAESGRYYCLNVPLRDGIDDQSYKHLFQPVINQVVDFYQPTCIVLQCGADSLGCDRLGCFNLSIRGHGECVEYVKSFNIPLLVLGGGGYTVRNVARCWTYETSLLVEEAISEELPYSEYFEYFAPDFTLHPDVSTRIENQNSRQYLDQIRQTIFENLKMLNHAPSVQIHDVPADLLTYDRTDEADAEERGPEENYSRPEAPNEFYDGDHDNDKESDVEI
aSyn UTR inh: MLPCN primary screen, SNCA 5' untranslated region | alpha-synuclein 5'UTR reporter, inhibitor activity | inhibition, % (tested at 7.5 µM) | hit rate 0.82% among 300,000; in the data active = inhibition above about 60%; inconclusive = no clear call, values can overlap the other calls;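 also: H4 neuroglioblastoma cells stably carrying SNCA 5'UTR luciferase fusion; 0% = DMSO wells and 100% = positive control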
Platelet DG rel: inhibitors of platelet dense granule secretion, primary screen, cell-based, MLPCN, human platelets; inhibition, %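 (compounds screened at 7.5 µM in platelet-rich plasma)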; human platelet-rich plasma, SFLLRN dense granule ATP release, luminescence; hit rate 0.22% among 300,000; AID 1663, 2009;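 active = mean replicate score, as percent of positive control, at or above 50; inconclusive = mean below 50 but at least one replicate at or above 50; inactive = mean and every replicate below 50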
HIF activator: HIF pathway transcriptional activators, primary screen, cell-based, U2OS HRE-luciferase, luminescence; U2OS HRE-luciferase reporter; normalized: DMSO 0%, desferrioxamine 100%; activation, % at 7.5 µM (by protocol); hit rate 0.32% among 300,000;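 active = mean activation of at least 10% of the iron chelator positive control signal, with at least half of replicates also reaching 10%; inconclusive = mean and replicate majority disagree about reaching 10%; inactive = mean and most replicates under 10%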
KLF5 inhibitor: KLF5 expression inhibitors, primary screen, DLD-1 cells, luminescence; DLD-1 KLF5 promoter-luciferase reporter; inhibition, % at 5 µM; hit rate 0.23% among 290,000;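 active = inhibition above a per-plate limit of that plate's mean compound inhibition plus 3 SD, cut at about 60% in these data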;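 also: 0% = DMSO wells and 100% = LY294002 at 200 µM; higher means less KLF5 promoter-driven luciferase light; inactives centre near -14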
HSF1 activator: HSF-1 activators, primary screen, NIH3T3-HGL cells, MG132 stress, luminescence, single point. NIH3T3-HGL HSF-1 luciferase reporter, 8 h; 100% = twice DMSO control signal. hit rate 1.7% among 300,000. activation, % at 9 µM;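 active = mean replicate activation of at least 50% with a set share of replicates each reaching 50%; inconclusive = only one of those two conditions met; inactive = mean below 50% and too few replicates reaching it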;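 also: 0% = median of the neutral control wells and 100% = twice that signal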
IEC-6 cytotox: cytotoxicity in IEC-6 intestinal epithelial cells, primary screen, cytotoxicity control for KLF5 inhibitor project, cell-based, luminescence; IEC-6 cytotoxicity, luminescence viability; inhibition, % at 5 µM; hit rate 0.78% among 290,000; in the data active = inhibition above about 22%;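 also: 0% = plate median of test compound wells and 100% = cytotoxic reference compound wells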
HSF1 inhib: HSF1 inhibitors in luciferase reporter cells, primary screen, cell-based, NIH3T3, luminescence; NIH3T3-HGL HSE-luciferase, MG132-induced, luminescence 8 h; hits give low values; activity change, negative = inhibition, % at 7.5 µM (by protocol); hit rate 0.77% among 300,000; AID 2098, 2009;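 active = more than half of replicate wells show activity change below -50%, luminescence cut by over half; inconclusive = some wells, but at most half, below -50%; inactive = no replicate well below -50%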;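 also: luciferase reports HSF-1 transcriptional activity via heat shock element; 0% = median of DMSO wells and -100% = zero luminescence signal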
Active calls of the source: *; ? = inconclusive; . = no result given. The list is partial; rates above refer to the full screens.

SMILES	HSP90 refold inh	AI-2 QS modul	HDAC3 inh	aSyn UTR inh	Platelet DG rel	HIF activator	KLF5 inhibitor	HSF1 activator	IEC-6 cytotox	HSF1 inhib
Cc1ccccc1-c1nc(CS(=O)CC(=O)N2CCC3(CC2)OCCO3)c(C)o1 (stereo not given)	3	6	-3	-4	10	-0.4	-42	2	-4	-6
O=Cc1c(C(=O)O)n(Cc2ccc(Cl)cc2)c2ccccc12	-3	14	-8	26	-45	-1.7	-4	-3	-2	-4
COCCNCCOc1ccc(C(C)(C)c2ccccc2)cc1	0	10	2	-11	-10	-0.5	-8	1	2	-5
CC(C)N1CCN(Cc2cc3c(cc2Cl)OCO3)CC1CCO (stereo not given)	2	14	.	-2	3	0.3	-28	-7	-4	-7
COc1ccc(C(=O)C2CCCN(Cc3cnc(C)s3)C2)c(OC)c1 (stereo not given)	-1	15	1	-9	-1	0.3	-36	-2	-3	0
CN(C)C(=O)Oc1cccc(-c2cn3cc(Cl)ccc3n2)c1	6	3	0	-82	-17	1.7	-80	30	-1	19
CCN1CC2([N+](=O)[O-])CC=C(Cl)C([N+](=O)[O-])(C1)C2 (stereo not given)	-5	6	-5	-6	-2	0.2	-13	-9	-2	0
CCCCn1c(N)c(C(=O)OCC2CCCO2)c2nc3ccccc3nc21 (stereo not given)	6	11	-118	-3	0	0.3	11	13	6	12
N=C1C(c2ccccc2)=C(O)CN1Cc1ccco1	3	19	-6	13	-2	-0.3	-25	16	4	-5
CC(=O)N1CC(=O)Nc2ccc(F)cc2C1c1ccccc1 (stereo not given)	-1	-1	-5	-15	-3	0.0	3	12	4	-5
O=C(OCC(=O)c1ccc([N+](=O)[O-])cc1)/C(=C\c1ccc(Cl)cc1)NC(=O)c1ccccc1	1	36	2	10	1	-0.5	-14	18	-10	10
O=C1OCCC1NC1=NCCC1 (stereo not given)	2	13	-1	3	-1	-0.9	-10	-3	-2	3
Brc1ccc2[nH]cc(/C=N/N3CCCCC3)c2c1	0	41	11	-24	-1	0.4	-3	5	4	-1
N=c1sc2c(n1Cc1ccccc1)CCCC2	0	21	0	-31	-1	-0.1	-30	37	4	1
Cc1ccc(-n2c(/C=C/c3ccccn3)nc3ccccc3c2=O)cc1	0	9	.	-28	0	0.2	-38	28	-4	8
COc1ccc2[nH]cc(CCN=C(N)N)c2c1	0	26	1	10	5	-0.4	-10	-7	-9	-6
O=C(c1ccccc1F)c1cn(CC(=O)N2CCCC2)c2ccccc12	-4	8	3	-6	.	0.8	5	0	-6	-10
COc1ccc(OCC(=O)N2CCN(Cc3ccc(SC)cc3)CC2)cc1	-2	15	0	42	2	-0.5	-17	-4	-3	-3
O=C1CN(O)C(c2ccccc2)=c2cc(Br)ccc2=N1	-1	10	-4	8	3	0.1	8	-9	-1	0
COC(=O)C1=C(c2ccc(S(C)(=O)=O)cc2)C[C@@H]2CC[C@H]1N2C(=O)NC1CCCCC1	.	4	7	20	-1	-0.2	.	-11	.	-1
CCOc1ccc(C2C(C#N)=C(N)Oc3c2c(=O)oc2ccccc32)cc1 (stereo not given)	1	15	.	-5	-7	0.3	11	10	-2	-6
CC(=NCc1ccco1)c1c(O)n(-c2ccccc2)c(=O)[nH]c1=O	-2	21	4	45	5	0.6	14	-3	-4	-6
CC12CN3CCN(CC(C3)/C1=N/NC(N)=O)C2	4	19	3	13	27	-0.1	2	6	4	-3
Cc1cccc(N2C(=O)NC(=O)/C(=C\C=C\c3ccco3)C2=O)c1	0	10	7	-131	-17	2.0	-17	33	-2	23
Cc1ccc(N2C(=O)NC(=O)/C(=C/C=C/c3ccco3)C2=O)cc1	1	24	7	-76	?	0.9	-17	?	-7	29
COc1cc2c(cc1OC)CN(c1ccc([N+](=O)[O-])c(C(F)(F)F)c1)CC2	2	6	3	-3	-3	-1.3	9	121*	0	92
CCC(=NCc1cccnc1)c1c(O)n(-c2ccccc2)c(=O)[nH]c1=O	-4	13	1	3	10	-0.5	-20	9	8	-6
CCOC(=O)C1CCN(C(C)C(=O)c2c(C)[nH]c3cc(C)ccc23)CC1 (stereo not given)	4	21	19	-7	3	-0.4	1	31	6	7
C=Cn1ccnc1P(=S)(c1c(C)nn(-c2ccccc2)c1C)c1nccn1C=C	-2	-1	-1	-25	0	-0.4	-5	-6	3	-1
O=C(c1ccc2c(c1)N(Cc1ccc(F)cc1)CCS2)N1CCC2(CC1)OCCO2	-5	32	-23	8	0	1.1	14	1	0	6
ON1C2CCCCC2N(O)C1c1ccccc1F (stereo not given)	2	5	-3	4	2	-0.2	-11	-15	1	-2
CCCCn1c(O)c(C(C)=NCc2cc(OC)cc(OC)c2)c(=O)[nH]c1=O	2	14	7	25	0	-0.2	-13	24	2	11
CCOC(=O)c1sc(/N=C/c2c(O)n(-c3ccccc3)c(=O)[nH]c2=O)c(C#N)c1C	1	2	-2	20	-1	0.1	-46	-3	-1	-9
CN1CCC(N(C)Cc2cccnc2)CC1	3	0	3	-16	-9	0.2	-42	-4	-8	-7
COc1ccc(N=C(C)c2c(O)n(C)c(=O)n(C)c2=O)c(OC)c1	0	38	4	26	-3	-0.1	-32	-5	0	-3
O=C(CN1CCCC1)Nc1ccc(Cl)cc1C(=O)c1ccccc1	0	21	0	32	-2	1.0	-32	-10	-1	-11

Part of the list above in order of count of non-hydrogen atoms, high to low:
SMILES	HSP90 refold inh	AI-2 QS modul	HDAC3 inh	aSyn UTR inh	Platelet DG rel	HIF activator	KLF5 inhibitor	HSF1 activator	IEC-6 cytotox	HSF1 inhib
C=Cn1ccnc1P(=S)(c1c(C)nn(-c2ccccc2)c1C)c1nccn1C=C	-2	-1	-1	-25	0	-0.4	-5	-6	3	-1
Cc1ccc(N2C(=O)NC(=O)/C(=C/C=C/c3ccco3)C2=O)cc1	1	24	7	-76	?	0.9	-17	?	-7	29
ON1C2CCCCC2N(O)C1c1ccccc1F (stereo not given)	2	5	-3	4	2	-0.2	-11	-15	1	-2

(cont.)
SMILES	HSP90 refold inh	AI-2 QS modul	HDAC3 inh	aSyn UTR inh	Platelet DG rel	HIF activator	KLF5 inhibitor	HSF1 activator	IEC-6 cytotox	HSF1 inhib
C[C@]12CCC(=O)C(O)=C1CC[C@@H]1[C@@H]2CC[C@]2(C)C(=O)CC[C@@H]12	3	10	-1	-25	-4	-0.4	0	-14	-3	-4
O=c1c2ccccc2[nH]c(=S)n1-c1ccc2c(c1)OCCO2	0	11	4	-105	3	1.4	-29	20	6	-2
Cc1cccc(N2C(=O)NC(=O)/C(=C\c3cccn3-c3ccc(Cl)cc3)C2=O)c1	-1	5	-2	1	13	0.0	-5	.	-5	.
c1ccc(CN2CCN(Cc3ccc4ccccc4c3)CC2)cc1	17*	-8	-1	8	2	1.0	-23	29	4	7
O=[N+]([O-])c1cc(S(=O)(=O)c2ccc(O)c([N+](=O)[O-])c2)ccc1O	-2	1	?	25	-1	36*	-17	-7	2	0
CN1CCN(c2ccc(NC(=O)C(C)(C)C)cc2)CC1	0	10	-16	-9	0	0.2	-35	2	-5	-3
CN1C(=O)C(=Cc2ccccc2OS(=O)(=O)c2ccccc2)C(=O)N(C)C1=O	1	22	-3	-3	0	-11	-13	-3	-2	-7
Cc1nn(Cc2ccccc2Cl)c(Cl)c1C(=O)OC(C(=O)NC(N)=O)C(C)C (stereo not given)	4	15	0	27	-12	-0.4	4	0	1	-1
CCc1n[nH]c(CCN)n1	0	18	-11	12	-7	-0.9	-17	-7	-7	0
Cc1nc2c(c(=O)[nH]1)C(c1ccccc1Cl)c1c(c3ccccc3oc1=O)O2 (stereo not given)	3	46	1	12	0	0.0	-8	-5	-3	-4
COc1ccc(-n2c(/C=C/c3ccc(O)c(OC)c3)nc3ccccc3c2=O)cc1	0	37	0	11	8	-29	3	26	-3	23
CC(C)(C)C(O)C(Oc1ccc(Cl)cc1)n1cncn1 (stereo not given)	2	18	1	5	-1	-0.3	-30	5	3	-1
O=C(CN1CCCC1=O)NCCc1ccccc1	-1	11	2	-3	1	-0.1	-10	-5	1	-2
Cc1cc(/C=C2/C(=O)NC(=O)N(c3ccccc3)C2=O)c(C)n1-c1ccc(F)cc1	-1	25	2	5	1	-0.6	-9	-8	-3	-4
CN(C(=O)Oc1ccc(Cl)c2cccnc12)c1ccccc1	-1	24	-1	6	-3	-0.7	-15	-8	-7	0
CSCc1nnc2n1-c1ccc(Cl)cc1C(c1ccccc1)=NC2	-2	11	0	-1	2	0.0	-41	-89	-8	-87*
Cc1cccc(N2C(=O)NC(=O)/C(=C\c3cc(C)n(-c4sc5c(c4C#N)CCCC5)c3C)C2=O)c1C	9	35	.	-2	2	-0.1	-20	18	3	1
CCn1c(=O)n(CC(=O)N2CCC3(CC2)OCCO3)c(=O)c2ccccc21	-1	5	-7	-16	-4	-0.1	-26	-5	1	-1
CCOC(=O)c1ccc(N2C(=O)CC(N3CCC(C#N)(c4ccccc4)CC3)C2=O)cc1 (stereo not given)	-1	22	2	5	.	0.0	-4	-1	-1	-3
Cc1nn(Cc2ccccc2Cl)c(C)c1C(=O)OCC(=O)NC1CCCC(C)C1C (stereo not given)	-4	23	-3	32	-6	-0.3	-16	5	0	-6
CCC(C)N1Cc2ccccc2C1=N (stereo not given)	4	13	-3	-15	10	0.0	-6	-16	5	-8
O=P(C(c1ccc2c(c1)OCO2)N1CCOCC1)(N1CCOCC1)N1CCOCC1 (stereo not given)	4	-33	8	6	-6	-44	-3	-8	-2	5
O=C1CN=C(c2ccccc2)c2oc3ccc(Br)cc3c2N1	3	25	5	-13	0	-0.2	6	16	6	2
CNCC(O)c1ccc(O)cc1 (stereo not given)	0	13	0	-21	4	-0.1	-16	10	-1	4
CCOP(=O)(OCC)C(NC(=O)CC(C)C)C(Cl)(Cl)Cl (stereo not given)	1	25	-2	-7	-1	-1.2	-8	10	0	-2
CCN1CCN(S(=O)(=O)c2ccc(Cl)c(C(=O)Nc3ccc(C(=O)N(CC)CC)cc3)c2)CC1	1	13	1	-12	?	0.4	-58	1	0	-7
Cc1cc(OCCCC(=O)NCc2cccs2)ccc1Cl	-8	3	6	4	-3	0.0	-4	9	-12	13
COC(=O)C1=C(c2cccc(OC)c2OC)C[C@@H]2CC[C@H]1N2C(=O)NCCS(C)=O (stereo not given in full)	.	9	-15	11	-1	0.1	.	4	.	5
O=C1NC(=O)N(Cc2ccccc2)C(=O)/C1=C\N1CCCc2ccccc21	0	25	-2	-5	7	-0.2	1	26	0	14
O=C(NCc1ccccc1)c1cccn(Cc2cccc(Cl)c2)c1=O	2	5	-4	20	2	0.4	15	9	4	4
CCCNC(=O)Cn1cnc2sc(C(=O)N3CCC4(CC3)OCCO4)c(C)c2c1=O	-3	9	-1	11	4	1.4	14	-9	-3	-2
CN(Cc1c[nH]c2ccccc12)C1CCCCC1	1	-4	1	-26	-4	0.0	2	26	-4	-1
O=C(O)C1C2CCC(O2)C1C(=O)Nc1cccc(Br)c1 (stereo not given)	3	13	-7	-4	0	-0.5	6	-7	3	-2
